RGS8-Gao: regulators of human RGS8-Galphao interaction | P09471 | multiplexed bead flow cytometry, RGS8-Galphao binding; actives lie on both sides | response (percent of control binding), % at 10 µM | hit rate 0.34% among 220,000 | AID 1423; in the data active means response below about 60% or above about 140%; inactive means in between;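 further: Galphao activated as the GDP aluminium fluoride complex binding bead-coupled RGS8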
Target sequence (P09471 whole entry, looked up): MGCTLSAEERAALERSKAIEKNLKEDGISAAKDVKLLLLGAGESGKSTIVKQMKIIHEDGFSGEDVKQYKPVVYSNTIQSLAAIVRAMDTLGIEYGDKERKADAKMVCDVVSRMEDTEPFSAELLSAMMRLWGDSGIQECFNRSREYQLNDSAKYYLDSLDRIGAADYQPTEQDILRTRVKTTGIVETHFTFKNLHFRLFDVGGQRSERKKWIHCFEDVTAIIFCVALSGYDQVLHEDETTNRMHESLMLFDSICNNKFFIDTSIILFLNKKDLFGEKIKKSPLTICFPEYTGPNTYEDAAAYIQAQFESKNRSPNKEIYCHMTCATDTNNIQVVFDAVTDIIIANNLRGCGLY
RGS7-Gao: human RGS7-Galphao interaction regulation; P09471; Multiplexed bead flow cytometry, RGS7-Galphao binding; actives lie on both sides; binding response (% of control), % at 10 µM; hit rate 0.35% among 220,000; AID 1439; in the data active means binding response below about 49% or above about 150%; inconclusive means no clear call, values can overlap the other calls; inactive means in between;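 further: fluorescent Galphao held in activated GDP-AlF4 state binding bead-coupled RGS7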
RGS4-Gao reg: human RGS4-Galphao interaction regulation; P09471; Multiplexed bead flow cytometry, RGS4-Galphao binding; actives lie on both sides; binding response (% of control), % at 10 µM; hit rate 0.33% among 220,000; in the data active means binding response below about 49% or above about 150%; inactive means in between;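 further: fluorescent Galphao activated with aluminum fluoride binding bead-coupled RGS4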
An asterisk follows results filed as active; u = inconclusive; x = not tested or not shown.

RGS8-Gao	RGS7-Gao	RGS4-Gao reg	smiles
92	u	92	O=C(CSc1nnc(-c2ccc(C(F)(F)F)cn2)s1)c1ccc(Cl)cc1
94	u	88	COCCCNC(=O)CCc1c(C)nc2c(-c3ccc(F)cc3)c(C)nn2c1C
99	u	100	Cc1cc(C[n+]2cc(Br)ccc2N)c2ncccc2c1
103	u	107	Cc1ccc2nc(Nc3nc(C)cc(-c4ccccc4)n3)[nH]c(=O)c2c1
102	u	108	COc1cccc(NC(=O)Cn2c(=O)n(CCC(=O)NC3CCN(Cc4ccccc4)CC3)c(=O)c3ccccc32)c1
98	u	98	O=C(NC1CCCCC1)Oc1ccccc1
102	u	103	Cc1cccc(N=C2NC(=O)/C(=C/c3cccnc3)S2)c1
98	u	101	Oc1c(C=C2N=c3ccccc3=N2)sc(=S)n1-c1ccc2ccccc2c1
103	u	100	COc1ccc(C(=O)N2CCN(S(=O)(=O)c3ccc(C)cc3)CC2)cc1S(=O)(=O)N1CCOCC1
95	u	89	CC1(C)CC(C(CC(=O)N2CCCC2)Cc2ccccc2)CCO1 (stereo not drawn)
99	u	101	O=C(O)c1ccc(S(=O)(=O)c2ccc3c(c2)C(=O)N(c2ccc(O)cc2)C3=O)cc1
98	u	91	CC1(C)Cc2c(sc(NC(=O)COc3cccc4ccccc34)c2C#N)C(C)(C)N1
101	u	104	O=C(COc1ccccc1)N1CCN=C1SCc1ccccc1F
103	u	105	COc1ccc(N2C(=O)c3ccccc3NC2c2ccc(OC)c(CN3CCOCC3)c2)cc1 (stereo not drawn)
100	u	104	Cc1onc(-c2c(Cl)cccc2Cl)c1NC(=O)NNc1c(Cl)cncc1Cl
96	u	87	CN1c2ccccc2C(=O)/C(=C\Nc2ccc(F)cc2F)S1(=O)=O
102	u	103	O=C(COc1cccnc1[N+](=O)[O-])Nc1ccc(Cl)c(S(=O)(=O)N2CCOCC2)c1
102	u	103	CNC(=S)N(CCc1ccc(OC)c(OC)c1)C1CC(=O)N(c2ccccc2)C1=O (stereo not drawn)
101	u	103	O=C(NCC(c1ccc(F)cc1)N1CCOCC1)c1c(F)cccc1F (stereo not drawn)
103	u	103	Nc1cccc(S(=O)(=O)Nc2ccc(SC(F)F)cc2)c1

Continued; it opens with the 4 that closed the last part.
RGS8-Gao	RGS7-Gao	RGS4-Gao reg	smiles
102	u	103	O=C(COc1cccnc1[N+](=O)[O-])Nc1ccc(Cl)c(S(=O)(=O)N2CCOCC2)c1
102	u	103	CNC(=S)N(CCc1ccc(OC)c(OC)c1)C1CC(=O)N(c2ccccc2)C1=O (stereo not drawn)
101	u	103	O=C(NCC(c1ccc(F)cc1)N1CCOCC1)c1c(F)cccc1F (stereo not drawn)
103	u	103	Nc1cccc(S(=O)(=O)Nc2ccc(SC(F)F)cc2)c1
100	u	103	CCC1=C(OC(=O)N(CC)CC)N2C(=O)OC(=NCC(=O)OC)[C@]2(C)[C@H]2C1=CC[C@H]1C(=O)N(CC(=O)OC)C(=O)[C@H]12
97	u	99	O=C(O)CC1c2ccccc2S(=O)(=O)N1Cc1ccccc1 (stereo not drawn)
100	u	102	O=C(COC(=O)c1cc(S(=O)(=O)N2CCOCC2)ccc1O)Nc1cc(S(=O)(=O)N2CCCC2)ccc1Cl
99	u	99	O=C(O)CSc1nc2sc3c(c2c(=O)n1-c1ccccc1)CCC3
99	u	97	N#Cc1c(-c2ccccc2)cc(-c2ccccc2)nc1SCC(=O)NCC(=O)O
100	u	103	COC(=O)c1cccc2nc3c(C(C)O)cccc3nc12 (stereo not drawn)
96	u	86	Cc1ccc(NC(=O)c2nc[nH]c2C(=O)N2CCC(C)CC2)cc1
108	u	106	COc1ccc(/C=C/C(=O)OCC(=O)c2ccc3c(c2)NC(=O)CO3)c(OC)c1
98	u	97	COc1ccc2c(c1)c(CC(=O)OCC(N)=O)c(C)n2C(=O)c1ccc(Cl)cc1
100	u	103	Cc1csc(NC(=O)c2ccco2)c1C(=O)c1ccccc1
94	u	100	COC(=O)CCC(=O)OC1(C)C(=O)C2=CN(CCCOC(C)C)C(c3ccc(OC)cc3)=CC2=C(Br)C1=O (stereo not drawn)
99	u	99	N#Cc1ccc(S(=O)(=O)NC2CCN(Cc3ccccc3)CC2)cc1
102	u	98	Cc1ccc(NC(=O)C2CC(=O)n3c(nc4ccccc43)N2)cc1C (stereo not drawn)
93	u	92	O=C(Nc1ccc(CN2CCS(=O)(=O)CC2)cc1)c1ccc(Cl)cc1
102	u	96	CCCCN(CCCC)c1nc(-c2ccncc2)nc2ccccc12
104	u	103	COc1ccc(/C=C/C(=O)Nc2nnc(C(C)C)s2)cc1OC
99	u	95	FC(F)(F)c1ccnc(N2CCN(Cc3cnc(-c4ccccc4)[nH]3)CC2)c1
102	u	106	C=CCn1c(SCC(=O)C23CC4CC(CC(C4)C2)C3)nc(O)cc1=O
98	u	103	O=C(Nc1ccc(-c2csc(Nc3ccccc3)n2)cc1)c1cc([N+](=O)[O-])cc(C(F)(F)F)c1
101	u	101	COc1ccc2nc(NC(=O)Cn3cnc4ccccc4c3=O)sc2c1
100	u	99	Cc1[nH]c2ccccc2c1-c1csc(NC(=O)CSCC(=O)O)n1
105	u	105	O=C(N=NC(=O)c1ccc2c(O)n(CC3CCCO3)c(O)c2c1)c1cccnc1 (stereo not drawn)
103	u	100	COC(=O)c1c(C)cc(C)c2c1CC(C)(C)C2=O
101	u	94	O=C(O)CSC(=S)N1CCCC1
102	u	106	CN1Cc2c(N3CCOCC3)nc(SCCC#N)c(C#N)c2CC1(C)C
103	u	102	CC(=O)OCc1cc(-c2nc3ccccc3[nH]c2=O)nn1-c1ccc(Cl)cc1
104	u	100	Cc1ccc(CCNC(=O)C2CC(c3cccc(F)c3)=NO2)cc1 (stereo not drawn)
103	u	102	CN1CCN(c2ncc3c(n2)CC(c2ccccc2F)CC3=O)CC1 (stereo not drawn)
99	u	98	O=C1NC[C@H](c2ccccc2)N(CCc2cccc(F)c2)C1=O
98	u	98	CCOc1ncccc1C(=O)OCC(=O)Nc1ccc(C(N)=O)cc1
102	u	102	Nn1c(SCc2cccc(Br)c2)nnc1-c1cccnc1
100	u	100	CSc1c(C#N)c(N)nc2sc(C(=O)c3ccccc3)c(N)c12
103	u	102	Cc1onc(-c2ccccc2)c1C(=O)NC(=S)NNC(=O)c1cc(-c2ccc(F)cc2)n[nH]1
103	u	104	CNc1n[nH]c(=S)s1
102	u	104	O=C(O)c1ccccc1/C=N/Nc1ccc(S(=O)(=O)N2CCOCC2)cc1[N+](=O)[O-]
102	u	105	O=[N+]([O-])c1cccc2ncccc12
101	u	103	Fc1ccc(-c2nc(-c3cnccn3)no2)c(Cl)c1
102	u	102	O=C(O)c1cccc(-c2ccc(/C=N/Nc3ccc([N+](=O)[O-])cc3)o2)c1
100	u	100	CCCOc1ccc(N2C(=O)CC(N(CCCO)C(=O)CC)C2=O)cc1 (stereo not drawn)
100	u	108	Cc1[nH]c2ccccc2c1/C=N/NC(=O)c1cc(C(C)C)[nH]n1
104	u	103	Cc1ccc(NC(=O)C(C)NC(=O)OCc2ccccc2)cc1C (stereo not drawn)
100	x	97	Nc1nc(-c2ccccc2)c(-c2ccccc2)o1
101	u	99	CCCCCSc1ncccc1C(=O)O
98	x	103	CSc1nnc(-c2ccccc2)c(-c2ccccc2)n1
100	u	100	COc1cc(OC)cc(C(=O)NC(=S)Nc2nc(-c3cc4ccccc4o3)cs2)c1
97	u	98	COc1ccccc1/C=C/C=N/n1c(-c2ccccn2)n[nH]c1=S
102	u	104	COc1ccc2[nH]c(=O)c(CN(C(=O)c3cccnc3)c3cccc(C)c3)cc2c1
111	u	120	Cc1ccc(C(=O)N[C@H](C(=O)OCc2nnc(-c3ccccc3)o2)C(C)C)cc1
113	u	116	NS(=O)(=O)c1ccc(CCNC(=O)C(=O)C2C(=O)Nc3ccccc32)cc1 (stereo not drawn)
105	u	105	Cc1ccc(/C=N/NC(=O)c2ccc3c(c2)OCCO3)s1
102	u	107	COc1cccc(OC)c1CN(C)C(=O)c1cnccc1C(F)(F)F
102	u	100	CCOC(=O)C(=CNNc1c(C)csc1C(=O)OC)C(=O)OCC
96	u	96	O=C(Cn1ncc(Cl)c(Cl)c1=O)NC1CCS(=O)(=O)C1 (stereo not drawn)
102	u	90	Cc1ccc2nc(/N=C(\N)NC(=O)NC3CCCCC3)nc(C)c2c1
101	u	104	C=CCN(c1ccccc1Cl)S(=O)(=O)c1cc(C(=O)N2CCCC2)ccc1Cl
99	u	103	CC(=O)Nc1nc2ccccc2n1Cc1ccccc1Cl
103	u	107	O=S(=O)(c1ccccc1Oc1ccc(Cl)cc1Cl)N1CCCCC1
98	u	103	O=C(NCc1ccc(-c2csnn2)cc1)c1cccs1
100	u	95	Cc1ccc(-c2csc(-c3cc(C)on3)n2)cc1
104	u	102	C/C=C\C(=O)Nc1cccc(C2=NOC3(C2)C[C@H](C(N)=O)N(C(=O)Cc2ccc([N+](=O)[O-])cc2)C3)c1 (stereo partly drawn)

Going on with the list.
RGS8-Gao	RGS7-Gao	RGS4-Gao reg	smiles
103	u	99	CCOC(=O)COc1cccc2c(=O)n(CC(=O)NCc3ccccc3)ccc12
103	u	86	COc1ccc(/C=C(\C#N)C(=O)Nc2cc(C)c(Cl)cc2OC)cc1O
99	u	97	CCCCn1ccnc1C
93	u	92	CC1(C)Cc2sc3c(=O)[nH]c(=S)[nH]c3c2CO1
99	u	100	NS(=O)(=O)c1ccc(CCNC(=O)c2cc(-c3cc(Cl)ccc3O)n[nH]2)cc1
98	u	106	COC(=O)c1ccc(Oc2nc(NC(C)C)nc(NC(C)C)n2)cc1
104	u	101	Cn1c(=O)c2c(ncn2CC(=O)N/N=C/C=C/c2ccccc2[N+](=O)[O-])n(C)c1=O
104	u	104	COC(=O)c1sc(N2C(=O)c3oc4ccccc4c(=O)c3C2c2cccc(O)c2)nc1C (stereo not drawn)
104	u	103	COc1ccc(C2/C=C\CN(C(=O)Nc3ccccc3-c3ccccc3)CC(=O)N2Cc2ccc(F)cc2)cc1 (stereo not drawn)
96	u	95	CCc1ccc(OCC(=O)NC(=S)Nc2ccc(C(=O)O)cc2)cc1
102	u	105	COCCOC(=O)C1=C(C)NC(C)=C(C(=O)OCCOC)C1/C=C/c1ccccc1OC
104	u	101	O=C(CNCc1ccccn1)N1CCc2ccccc2C1
105	u	104	Cc1ccc2cc(C)c3nnc(SCc4ccc(C(=O)O)cc4)n3c2c1C
98	u	97	CC1(C)C2([N+](=O)[O-])CN3CC1([N+](=O)[O-])CN(C2)C3C(O)C(O)C(O)CO (stereo not drawn)
99	u	96	O=C1CN(C(=O)COC(=O)c2ccccc2O)c2ccccc2N1
105	u	109	COc1ccc(-c2cccc(C3CC=CC4C3C(=O)N(Cc3ccccc3)C4c3ccc4ccccc4c3)c2)cc1 (stereo not drawn)
102	u	107	O=C(Cn1nnc2ccccc21)OCC(=O)c1ccc(Cl)cc1
97	u	98	COc1ccccc1N1C(=O)[C@@H]2C(C(=O)CN3C(=O)c4ccccc4C3=O)=NN[C@@H]2C1=O
101	u	104	Clc1ccc(C2CC(c3cccs3)n3ncnc3N2)cc1 (stereo not drawn)
101	u	102	CCCCCCCn1c(=O)c(C(=O)OC)c(N)c2ccccc21
107	u	105	CSc1cccc(NC(=O)Nc2nc3c(C)cccc3s2)c1
101	u	98	CC(=O)Oc1ccc(N2C(=O)[C@@H]3[C@H](C2=O)[C@H]2c4ccccc4C=NN2[C@@H]3C(C)=O)cc1
101	u	96	Cn1c2[n+](c3ccc(Cl)cc3c1=O)Cc1ccccc1-2
93	u	89	Cc1ccc(C(=O)N/C(=C\c2ccco2)C(=O)NC2CCS(=O)(=O)C2)cc1 (stereo not drawn)
102	u	108	Cc1ccccc1Nc1c(-c2ccccc2)nc2ncccn12
101	u	100	COc1ccc(Cn2c(-c3ccco3)nc3c(c(=O)c4ccccc4n3C)c2=O)cc1
100	u	98	CC1=CC(=O)CC(C)(C)C1(O)/C=C/C(C)=C/C(=O)O (stereo not drawn)
100	u	88	Cc1cc(C)c2c(C)[nH]nc2n1
105	u	104	Cc1ccc(NNC(=O)CCc2ccccc2)c(C)c1
100	u	102	COC(=O)C1(NC(=O)NC2CCCCC2)CCCCC1
101	u	103	COc1ccc(-c2ccc([C@H]3[C@@H]4C=CCC[C@@]4(C)C(=O)N3Cc3ccccc3)c(F)c2)cc1
100	u	98	COc1ccc(CCNS(=O)(=O)c2cccc3cccnc23)cc1OC
99	u	101	O=C(O)c1cc(N/N=C/C=C/c2ccccc2[N+](=O)[O-])ccc1Cl
96	u	96	CCOc1ccc(CCN2CN(C3CCCCC3)CNC2=S)cc1OCC

Compound profiles (already shown). Screens in order: RGS8-Gao | RGS7-Gao | RGS4-Gao reg
Record of Cc1ccc(C(=O)N/C(=C\c2ccco2)C(=O)NC2CCS(=O)(=O)C2)cc1 (stereo not drawn) = 93 | u | 89
Record of CSc1cccc(NC(=O)Nc2nc3c(C)cccc3s2)c1 = 107 | u | 105

Arranged by value in RGS8-Gao (highest first): 6 of the compounds above
SMILES	RGS8-Gao
CSc1cccc(NC(=O)Nc2nc3c(C)cccc3s2)c1	107
Cc1ccc(NNC(=O)CCc2ccccc2)c(C)c1	105
Cc1ccccc1Nc1c(-c2ccccc2)nc2ncccn12	102
COc1ccc(Cn2c(-c3ccco3)nc3c(c(=O)c4ccccc4n3C)c2=O)cc1	101
COC(=O)C1(NC(=O)NC2CCCCC2)CCCCC1	100
CCOc1ccc(CCN2CN(C3CCCCC3)CNC2=S)cc1OCC	96

Bioassay records (PubChem)

Only part of the results is shown; count on the stated rates, not on these rows.
